CHT PAM = human CHT allosteric activation; Q9GZV3; CHT-expressing cells, membrane potential dye, choline EC20; active compounds read high; LV-AA mutant CHT in HEK293 cells; B-score at 10 µM; actives 0.49% (n = 310,000);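 active means initial fluorescence not abnormally high and integrated response B-score, plate-corrected, over 3 SD above library mean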
Target sequence (Q9GZV3 whole entry, looked up): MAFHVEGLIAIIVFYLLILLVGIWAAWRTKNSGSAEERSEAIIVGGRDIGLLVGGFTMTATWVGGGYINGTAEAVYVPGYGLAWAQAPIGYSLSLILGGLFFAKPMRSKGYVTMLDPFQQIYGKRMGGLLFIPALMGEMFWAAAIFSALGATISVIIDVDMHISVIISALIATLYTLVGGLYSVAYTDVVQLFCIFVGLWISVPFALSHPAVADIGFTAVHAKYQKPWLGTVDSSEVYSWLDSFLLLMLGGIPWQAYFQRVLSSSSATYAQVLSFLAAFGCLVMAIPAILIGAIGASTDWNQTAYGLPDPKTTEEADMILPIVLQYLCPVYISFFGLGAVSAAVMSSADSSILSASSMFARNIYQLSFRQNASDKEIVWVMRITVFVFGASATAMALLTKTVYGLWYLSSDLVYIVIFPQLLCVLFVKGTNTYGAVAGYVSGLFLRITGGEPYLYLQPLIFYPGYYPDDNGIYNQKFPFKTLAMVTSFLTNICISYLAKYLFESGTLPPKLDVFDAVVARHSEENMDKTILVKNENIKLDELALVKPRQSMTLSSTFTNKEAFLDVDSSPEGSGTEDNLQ
CHT inh = human CHT choline transport inhibition | CHT-expressing cells, membrane potential dye, choline response; active compounds read low | B-score at 10 µM | actives 0.86% (n = 310,000) | AID 488975;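 active means B-score over 3 SD under the library average, and starting fluorescence ratio not unusually high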;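 further: choline stimulus applied at its EC90 after an EC20 pre-addition; B-score computed on integrated fluorescence ratio after choline addition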
Calls only; i = inactive.

No. | Compound | CHT PAM | CHT inh
1 | Cc1onc(-c2ccccc2)c1C(=O)N/N=C/C(Br)=C/c1ccccc1 | i | i
2 | CCCCOc1ncnc2c1[nH]c1ccccc12 | i | i
3 | COc1ccc(N2CCOCC2)c(NC(=O)c2ccc3c(c2)OCO3)c1 | i | i
4 | CC(=O)c1cccc(CN2CCC(n3nccc3NC(=O)CCOc3ccccc3)CC2)c1 | i | i
5 | Cc1ccc(CSc2nnc(-c3ccncc3)o2)c(C)c1 | i | i
6 | C=CCNC(=O)/C(C#N)=C/c1ccc(OS(=O)(=O)c2ccc(C)cc2)c(OC)c1 | i | i
7 | COc1ccc(C(=O)N=c2sc3ccccc3n2C)cc1OC | i | i
8 | COc1cc(/C=C/C(=O)NCC2CCCCC2)cc(OC)c1OC | i | i
9 | Cc1sc2nc(CN3CCOCC3)nc(N3CCC(C(N)=O)CC3)c2c1C | i | i
10 | CC1(C)Oc2ccc(C(=O)Nc3ccccc3F)cc2N(CC(=O)N2CCOCC2)C1=O | i | i
11 | O=C(O)CCc1nn2c3ccccc3nc2n(CCN2CCCCC2)c1=O | i | i
12 | COc1ccccc1Cn1c(-c2ccco2)nc2nc3ccccc3nc21 | i | i
13 | COc1ccc(OCCNC(=O)CSc2ccc(C(F)(F)F)cc2[N+](=O)[O-])cc1 | i | i
14 | CC(=O)Nc1cc(C(F)(F)F)ccc1OCCOc1ccccc1 | i | i
15 | COc1ccc(-c2c/c(=N\c3nc(-c4ccccc4)c(C)s3)c3ccccc3o2)cc1O | i | i
16 | CNc1nc(OCC#N)nc(N2CCCCC2)n1 | i | i
17 | COc1ccc(-c2noc(CN(C(=O)c3c(-c4ccccc4Cl)noc3C)C(C)C)n2)cc1 | i | i
18 | Oc1ccc(CNc2ccccc2O)cc1 | i | i
19 | COc1cccc(-c2ccc(NC(=O)C3CCCN(Cc4nccn4C)C3)cc2)c1 (configuration not stated) | i | i
20 | C(=N\N1CCN(c2ccccn2)CC1)/c1ccco1 | i | i
21 | O=C(NCc1cccnc1)c1cc(C(=O)C2CC2)c[nH]1 | i | i
22 | O=C1/C(=C/c2cccc(Br)c2)SC(=S)N1/N=C/c1cc([N+](=O)[O-])ccc1O | i | i
23 | CCC1CCC(N2CCN(c3ccc([N+](=O)[O-])cc3)CC2)CC1 (configuration not stated) | i | i
24 | Cc1cc(Cc2ccc(N)c(C)c2)ccc1N | i | i
25 | Cc1ccc(N=Cc2c(O)c3ccccc3n(C)c2=O)cc1 | i | i
26 | COc1ccc(C=Nc2cccc3ncccc23)cc1 | i | i
27 | CCCCn1c(N)c(N(CCOC)C(=O)c2cc3ccccc3cc2OC)c(=O)[nH]c1=O | i | i
28 | O=C(O)/C=C/c1ccccc1Oc1ccc(Cl)cc1Cl | i | i
29 | CC(=O)N1CCN(c2ccc(NCc3ccccc3)cc2)CC1 | i | i
30 | Cc1cc(NC(=O)CSc2nnc(C(C)N(C)C)n2-c2ccc(F)cc2)no1 (configuration not stated) | i | i
31 | Cc1ccc(CN2C(=O)[C@@H]3Cc4c([nH]c5ccccc45)C(C)(C)N3C2=O)cc1 | i | i
32 | Cc1[nH]c(=O)nc(SCc2cccc(Cl)c2)c1C#N | i | i
33 | O=C(Nc1ccc2oc(=O)ccc2c1)c1cccnc1Cl | i | i
34 | NC(=O)COc1ccc(/C=N/NC(=O)C2CCCN2S(=O)(=O)c2ccc(Cl)cc2)cc1 (configuration not stated) | i | i
35 | CCC(C)C(NC(=O)[C@@H](NC(=O)c1ccccc1F)C(C)C)C(=O)OC (some centres not stated) | i | i
36 | Fc1ccccc1COc1ccc(C(=S)N2CCCC2)cc1 | i | i
37 | C=CCOc1ccc(CN(C)C(=O)CN2C(=O)c3ccccc3C2=O)cc1 | i | i
38 | Cc1cc(C)c(NC(=O)CS)c(Cl)c1 | i | i
39 | COCCCNC(=S)N/N=C/c1ccc2ccccc2c1 | i | i
40 | Cc1n[nH]c(C)c1S(=O)(=O)N1CCc2ccccc2C1 | i | i
41 | COC(=O)CC(NC(=S)NC(=O)c1ccccc1)c1ccc(Br)cc1 (configuration not stated) | i | i
42 | COc1ccc(C(NC(=O)c2ccccc2F)NC(=O)c2ccccc2F)cc1 | i | i
43 | CC1(C)CC(=O)C(C2(O)C(=O)N(Cc3ccccc3)c3ccccc32)CO1 (configuration not stated) | i | i
44 | CN(Cc1ccsc1)C(=O)Cn1cc(Br)ccc1=O | i | i
45 | Cc1ccc(-n2cc(CN(C)Cc3ncc[nH]3)c(-c3cccc(C)c3)n2)cc1 | i | i
46 | CCOC(=O)N1CCN(S(=O)(=O)c2ccc(OC)c(Br)c2)CC1 | i | i
47 | CN1CCc2nc3ccc(Cl)cc3c(-c3ccccc3Cl)c2C1 | i | i
48 | Cc1ccccc1C(C(=O)NC1CCCCC1)N(C(=O)CNC(=O)c1ccco1)c1cccnc1 (configuration not stated) | i | i
49 | CSC(=Nc1ccccc1)C1=C(O)COC1=O | i | i
50 | COc1cc2c(cc1OC)C(c1ccc(Cl)cc1)CC(=O)N2 (configuration not stated) | i | i

(continued)
No. | Compound | CHT PAM | CHT inh
51 | CC1CCCN(CC(=O)Nc2cccc([N+](=O)[O-])c2)C1 (configuration not stated) | i | i
52 | CCN(CC(=O)Nc1ccc(OC)cc1)C(=O)CCS(=O)(=O)c1ccc(C)cc1 | i | i
53 | Cc1csc(SCC(=O)N2CCCC2)n1 | i | i
54 | Cc1ccnc2nc(C(=O)Nc3nccs3)nn12 | i | i
55 | O=[N+]([O-])c1ccccc1OCCCOc1cccc2cccnc12 | i | i
56 | O=C1CCCN1c1ccc(S(=O)(=O)NCCc2ccc(Cl)cc2)cc1 | i | i
57 | CCc1nn(CCCC(=O)NCc2ccccc2Br)c(=O)c2cc3occc3n12 | i | i
58 | O=C(NCc1ccco1)c1cnccn1 | i | i
59 | COc1cc(-c2cc(C(=O)Nc3ccccc3N3CCOCC3)c3ccccc3n2)cc(OC)c1OC | i | i
60 | Cn1c(=O)[nH]c(=O)c2c1ncn2CCN1CCOCC1 | i | i

Reformatted with two lines to a compound: part of the list above.
Under each structure – CHT PAM | CHT inh
52. CCN(CC(=O)Nc1ccc(OC)cc1)C(=O)CCS(=O)(=O)c1ccc(C)cc1
 : i | i
53. Cc1csc(SCC(=O)N2CCCC2)n1
 : i | i
54. Cc1ccnc2nc(C(=O)Nc3nccs3)nn12
 : i | i
55. O=[N+]([O-])c1ccccc1OCCCOc1cccc2cccnc12
 : i | i

(continued)
No. | Compound | CHT PAM | CHT inh
61 | Cc1ccc(C)c(S(=O)(=O)NCCCN2CCOCC2)c1 | i | i
62 | O=C(O)c1cccc(NC(=S)N/N=C/c2c[nH]c3ccccc23)c1 | i | i
63 | CCN(CC)CCNC(=O)CCc1n[nH]c(=O)c2ccccc12 | i | i
64 | O=C(O)c1cc2cc(Cl)ccc2oc1=O | i | i
65 | CCOC(=O)C1(Cc2ccccc2Cl)CCN(Cc2csc(C(C)=O)c2)CC1 | i | i
66 | Cn1c(SCC(=O)Nc2ccc(Cl)cc2)nnc1C1CC1 | i | i
67 | O=C(Nc1ccc2c(c1)OCO2)C1CCCN(c2nc3ccccc3s2)C1 (configuration not stated) | i | i
68 | Cc1ccc(C)c(N2C(=O)CC(Cc3ccccc3)C2=O)c1 (configuration not stated) | i | i
69 | CCN(CC(=O)Nc1ccccc1C(F)(F)F)C(=O)C1=COCCO1 | i | i
70 | O=C(NCCN1CCOCC1)c1cccnc1SCc1ccccc1Cl | i | i
71 | C=CCOC(=O)C1=C[C@H](c2coc3ccccc3c2=O)C[C@H](OCc2ccc(CO)cc2)O1 | i | i
72 | O=C(c1ccc2c(c1)OCCO2)C1CCN(C(=O)Nc2ccccc2F)CC1 | i | i
73 | CCN(c1cccc(C)c1)S(=O)(=O)c1ccc2c(c1)N(C(C)=O)CCS2 | i | i
74 | COc1cnc(-c2cccc(C(F)(F)F)c2)nc1OC | i | i
75 | Cc1ccc(S(=O)(=O)c2cc(C)cc(S(=O)(=O)Nc3ccc(C(=O)O)cc3)c2C)cc1 | i | i
76 | Cc1ccc(C)c2[nH]c(=O)c(CN(CCN3CCOCC3)Cc3nnnn3CC3CCCO3)cc12 (configuration not stated) | i | i
77 | FC(F)(F)c1nnc2sc(-c3ccco3)nn12 | i | i
78 | CC(=O)NCCc1nc2cc(NC(=O)COc3ccc(C)cc3)ccc2n1C | i | i
79 | c1ccc(-n2nnnc2SCCCSc2nc3ccccc3s2)cc1 | i | i
80 | COc1ccc(C(=O)Nc2ccc(Oc3ncnc4sc(-c5ccccc5)cc34)cc2)cc1OC | i | i
81 | Cc1cc(C)n(S(=O)(=O)c2cc(C(=O)O)c(Cl)cc2Cl)n1 | i | i
82 | CC1CCCN(C(=O)C2CC(=O)N(c3ccc(Cl)cc3)C2)C1 (configuration not stated) | i | i
83 | CC(C)CCNC(=O)COC(=O)/C=C/c1ccc2ccccc2n1 | i | i
84 | COc1ccc(CNC(=O)CC2C(=O)NCCN2C2Cc3ccccc3C2)cc1 (configuration not stated) | i | i
85 | Cc1ccc(S(=O)(=O)N2CCN=C2SCc2c(F)cccc2Cl)cc1 | i | i
86 | Cc1ccc(C2NC(=O)c3ccccc3O2)cc1 (configuration not stated) | i | i
87 | COc1cccc(NC(=O)CN2C(=O)COc3ccc(S(=O)(=O)N4CCC(C)CC4)cc32)c1 | i | i
88 | CCc1ccc(NC(=O)N(CCCN2CCOCC2)C(C)c2cc3cccc(OC)c3o2)cc1 (configuration not stated) | i | i
89 | CN(C)S(=O)(=O)c1cccc(C(=O)OCC(=O)c2ccc3c(c2)NC(=O)CO3)c1 | i | i
90 | CCOc1ccc(-c2nc(N)ncc2Oc2ccccc2Br)c(O)c1 | i | i
91 | COc1ccc(-n2c(Cn3c(=O)sc4ccccc43)nnc2SCC(=O)N2CCCC2)cc1 | i | i
92 | COc1ccc(CCn2c(-c3ccc(F)cc3)nc3c(c(=O)c4ccccc4n3C)c2=O)cc1OC | i | i
93 | COc1ccc(-c2cc3c(=O)n(CC(=O)NCCCN4CCN(Cc5ccccc5)CC4)ncn3n2)cc1 | i | i
94 | CCOC(=O)N1CCC(=NNC(=O)COc2cccc(C)c2)CC1 | i | i
95 | Cc1ccc2nc(SCC(=O)N3c4ccccc4CC3C)c(C)cc2c1 (configuration not stated) | i | i
96 | CCc1cc(=O)oc2cc(OCc3ccc(C(=O)O)o3)ccc12 | i | i
97 | COc1ccc(CC(=O)N(Cc2ccccc2)c2ccccc2)cc1S(=O)(=O)N1CCOCC1 | i | i
98 | O=C(O)c1cccnc1C(=O)O | i | i
99 | CC(C)(C)NC(=O)C(c1ccc(F)cc1)N(Cc1ccco1)C(=O)CCC(=O)Nc1nccs1 (configuration not stated) | i | i
100 | CC(C)(C)NC(=O)c1ccc(Cn2cc(C(F)(F)F)ccc2=O)cc1 | i | i

Part of the list above in order of count of non-hydrogen atoms, low to high:
No. | Compound | CHT PAM | CHT inh
96 | CCc1cc(=O)oc2cc(OCc3ccc(C(=O)O)o3)ccc12 | i | i
91 | COc1ccc(-n2c(Cn3c(=O)sc4ccccc43)nnc2SCC(=O)N2CCCC2)cc1 | i | i
97 | COc1ccc(CC(=O)N(Cc2ccccc2)c2ccccc2)cc1S(=O)(=O)N1CCOCC1 | i | i

(continued)
No. | Compound | CHT PAM | CHT inh
101 | Cc1nc2ccccn2c1/C(O)=C1\C(=O)C(=O)N(CCN2CCOCC2)C1c1ccncc1 (configuration not stated) | i | i
102 | COc1ccc(OCCOC(=O)CNC(=O)c2ccc(C)cc2)cc1 | i | i
103 | CCN(C(=O)CCN1C(=O)S/C(=C\c2ccccc2)C1=O)C1CCS(=O)(=O)C1 (configuration not stated) | i | i
104 | Cc1ccccc1-c1nnc(Cc2ccccc2)o1 | i | i
105 | COC(=O)c1c(C)nn(-c2ccc(F)c(Cl)c2)c1-c1cc(C)on1 | i | i
106 | CCn1nc(C)cc1C(=O)n1nc(C)c(Sc2ncccn2)c1C | i | i
107 | CSCC[C@H](NC(=O)N1CCn2c1nc1ccccc12)C(=O)NCc1ccccc1 | i | i
108 | CCOC(=O)CNc1c(-c2ccccc2)nc2ccc(Cl)cn12 | i | i
109 | CCCCN(C(=O)c1oc2ccc(OCC)cc2c1C)c1c(N)n(CCCC)c(=O)[nH]c1=O | i | i
110 | O=C(O)/C=C/C(=O)Nc1ccccc1SC(F)(F)C(F)(F)C(F)(F)F | i | i
111 | CCN(C(=O)COC(=O)c1cnc(C)cn1)C1CCS(=O)(=O)C1 (configuration not stated) | i | i
112 | COc1cccc(NCc2cc(=O)oc3cc(C)c(C(C)C)cc23)c1 | i | i
113 | Cc1ccc2c(cnn2C(=O)CCCC(=O)NCc2cccc(F)c2)c1 | i | i
114 | CNC(=O)C1CC(=O)N/C(=N/N=C(\C)c2cccs2)S1 (configuration not stated) | i | i
115 | Cc1ccc(S(=O)(=O)N2CCOCC2)cc1C(=O)NC(=S)N1CC(C)OC(C)C1 (configuration not stated) | i | i
116 | COc1ccc(S(=O)(=O)NCc2csc(C)n2)cc1 | i | i
117 | CN(C)S(=O)(=O)c1ccc(N2CCN(S(=O)(=O)c3ccc(F)cc3)CC2)c(Cl)c1 | i | i
118 | CN1CCN(c2ncnc3c2[nH]c2ccc(F)cc23)CC1 | i | i
119 | Cc1c(C)n(C)c2ccc(C(=O)NCCN3CCOCC3)cc12 | i | i
120 | Cc1cccc(-c2cc(C(=O)N3CCCc4ccccc43)c3ccccc3n2)c1 | i | i
121 | O=C(NCc1cccc(C(F)(F)F)c1)C1CCCN(c2ncccn2)C1 (configuration not stated) | i | i
122 | CCOC12NC(=O)CC(=O)N1C(c1ccccc1)=CS2 (configuration not stated) | i | i
123 | CCCCN(CC)Cc1ccc(CNC(=O)Nc2ccc(OC)cc2OC)o1 | i | i
124 | O=C(CN1C(=O)c2ccccc2S1(=O)=O)N1CCN(c2ccccc2F)CC1 | i | i
125 | Cc1c(Cl)cccc1NC(=S)NCCc1ccc(C(F)(F)F)cc1 | i | i
126 | Cc1nn(CC(=O)Nc2cccnc2)c(C)c1[N+](=O)[O-] | i | i
127 | CC1(C)SC(=S)N(/N=C/c2ccc(O)cc2)C1N(O)C(=O)Nc1ccc([N+](=O)[O-])cc1 (configuration not stated) | i | i
128 | COc1ccc(CCNC(=O)COC(=O)COc2ccc(C#N)cc2)cc1 | i | i

Screening data deposited in PubChem BioAssay by Johns Hopkins Ion Channel Center.
